Ba/F3 V617F tox = loss of viability in JAK2V617F-driven Ba/F3 cells; inhibition, % at 5.6 µM; Ba/F3 EpoR-JAK2V617F viability, ATP luminescence; hit rate 1.1% among 220,000;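 active means inhibition above the campaign mean plus 3 SD over all tested compounds, cut at about 24% in these data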;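 further: cytokine-independent growth of Ba/F3 cells driven by EpoR plus mutant JAK2; 0% = DMSO-treated cells and 100% = JAK inhibitor I control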
BaF3 tox = parental Ba/F3 viability inhibition as JAK2V617F counter-screen. CellTiter-Glo ATP luminescence. inhibition, % at 5.6 µM. hit rate 1.1% among 220,000;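 active means inhibition above a per-campaign cutoff, the mean inhibition of all tested compounds plus 3 SD, cut at about 27% in these data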;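 further: 0% = DMSO wells and 100% = JAK Inhibitor I control wells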
RBBP9 inh = human RBBP9 hydrolase inhibition; O75884; recombinant RBBP9, FP-Rh probe fluorescence polarization; inhibition, % at 7.94 µM; hit rate 0.2% among 220,000; AID 1515;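 active means inhibition above the campaign mean of all tested compounds plus 3 SD, cut at about 14% in these data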;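 further: plate controls were DMSO wells with RBBP9 for no effect and wells lacking RBBP9 protein for full effect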
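System: RBBP9 protein / Buffer or medium: Tris/NaCl buffer pH 8.0 with 0.1% Pluronic / Probe or stimulus: Serine-hydrolase probe FP-Rh, 375 nM pre-mixing / Dosing: 7.94 µM single dose, 0.794% DMSO / Times: enzyme-compound preincubation 30 min, then probe labeling 45 min, 25 °C / Technique: fluorescence polarization (mP), excitation 525 nm, emission 598 nm / Replication: singlicate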
S1P4 agonist = activates the human S1P4 receptor; AID 1509; activation, % at 4.98 µM; hit rate 0.35% among 220,000; O95977; S1P4-expressing cell line, agonist reporter assay; in the data active means activation above about 11%;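 further: 0% = DMSO vehicle and 100% = reference agonist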
Target sequence (O95977 whole entry, looked up): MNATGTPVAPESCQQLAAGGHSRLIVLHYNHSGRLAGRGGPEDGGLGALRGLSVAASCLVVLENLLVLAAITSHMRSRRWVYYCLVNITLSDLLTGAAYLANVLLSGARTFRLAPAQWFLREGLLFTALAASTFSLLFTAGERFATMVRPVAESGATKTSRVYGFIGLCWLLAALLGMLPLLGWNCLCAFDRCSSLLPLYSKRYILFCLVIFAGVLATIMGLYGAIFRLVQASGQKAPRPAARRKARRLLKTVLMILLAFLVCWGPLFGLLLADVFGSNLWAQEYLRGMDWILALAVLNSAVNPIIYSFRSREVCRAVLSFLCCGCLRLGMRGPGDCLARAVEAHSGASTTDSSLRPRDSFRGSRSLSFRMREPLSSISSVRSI
NPY2 pot ag = potentiates or activates human NPY-Y2 receptor | activation, % at 3.6 µM | AID 1359 | hit rate 0.45% among 220,000 | cells expressing NPY-Y2, potentiator/agonist read-out; in the data active means activation above about 27%;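 further: cells stimulated with NPY near EC25 plus isoproterenol at EC100; 0% = vehicle plus submaximal agonist and 100% = vehicle plus saturating agonist; some results beyond the cut were filed as inactive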
NPY Y1 blocker = blocks the human neuropeptide Y Y1 receptor. P25929. HEK293-CNG Y1 cells, membrane potential fluorescence; NPY at EC95, then isoproterenol. inhibition, % at 3.6 µM. hit rate 1% among 200,000;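 active means inhibition above the campaign mean inhibition of all tested compounds plus 3 SD, cut at about 20% in these data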;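 further: 0% = DMSO wells given NPY plus isoproterenol and 100% = isoproterenol alone without NPY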
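material = HEK293 cells with Y1 receptor plus CNG channel | also added = NPY 25 nM then isoproterenol 1 µM plus Ro 20-1724 25 µM | schedule = dye 3 h, compound 60 min room temperature, stimulation 45 min | measured by = membrane potential fluorescence | benchmarks = high control isoproterenol alone, low control NPY with isoproterenol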
NPY-Y1 PAM-ag = human NPY-Y1 potentiation or agonism, primary screen; P25929; NPY-Y1 expressing cells, potentiator/agonist activation; activation, % at 3.6 µM; hit rate 0.37% among 220,000; AID 1304; in the data active means activation above about 33%, passing the limit was not always enough;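 further: cells stimulated with NPY at EC10 then isoproterenol at EC100; 0% = low agonist plus stimulus and 100% = saturating agonist plus stimulus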
S1P4 antagonist = human S1P4 receptor antagonism; inhibition, % at 4.98 µM; S1P4-expressing cells, antagonist mode, reporter read-out; AID 1510; O95977; hit rate 0.26% among 220,000; in the data active means inhibition above about 29%;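 further: 0% = wells stimulated with agonist and 100% = vehicle wells without agonist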
Runt-CBFb FRET = blocks binding of human RUNX1 Runt domain to CBFb; Cerulean-Runt/Venus-CBFb FRET ratio 530/480, 1 h; Q01196+Q13951; hit rate 0.46% among 220,000; inhibition, % at 20 µM; AID 1496;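 active means inhibition over about 50% at 20 µM in the single-dose screen, limit read from the data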;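 further: 0% = DMSO wells and 100% = excess unlabeled CBFb competitor control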
Target sequence (Q01196 whole entry, looked up, the tested form may be a part): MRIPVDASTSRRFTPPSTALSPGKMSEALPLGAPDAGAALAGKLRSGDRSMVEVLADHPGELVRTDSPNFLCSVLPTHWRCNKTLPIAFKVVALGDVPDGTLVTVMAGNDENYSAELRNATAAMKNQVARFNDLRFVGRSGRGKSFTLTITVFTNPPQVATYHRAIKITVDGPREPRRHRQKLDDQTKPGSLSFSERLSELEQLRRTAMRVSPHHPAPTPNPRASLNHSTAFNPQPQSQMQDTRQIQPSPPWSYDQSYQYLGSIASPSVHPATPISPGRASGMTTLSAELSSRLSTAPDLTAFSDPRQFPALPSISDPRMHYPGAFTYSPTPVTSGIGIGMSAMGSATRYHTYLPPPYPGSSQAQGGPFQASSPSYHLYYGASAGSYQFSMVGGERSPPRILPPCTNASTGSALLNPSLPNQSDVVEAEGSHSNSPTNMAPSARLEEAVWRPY
Target sequence (Q13951 whole entry, looked up, the tested form may be a part): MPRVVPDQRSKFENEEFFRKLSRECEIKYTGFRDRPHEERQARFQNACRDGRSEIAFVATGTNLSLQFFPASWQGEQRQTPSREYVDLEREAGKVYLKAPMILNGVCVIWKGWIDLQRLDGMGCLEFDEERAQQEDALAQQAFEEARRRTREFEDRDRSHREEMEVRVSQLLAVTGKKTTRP
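Buffer or medium: Tris pH 7.5 buffer with BSA. Assay system: Cerulean-labeled Runt domain protein. Amount: each fluorescent fusion protein 100 nM. Read-out basis: loss of energy transfer signal. Incubation: 1 h compound exposure, room temperature. Probe or stimulus: Venus-CBFb binding partner, 100 nM. Detection: FRET, excitation 422 nm, emission at 530 and 480 nm.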
The depositor's hits bear a star; . = not tested or not shown.

molecule	Ba/F3 V617F tox	BaF3 tox	RBBP9 inh	S1P4 agonist	NPY2 pot ag	NPY Y1 blocker	NPY-Y1 PAM-ag	S1P4 antagonist	Runt-CBFb FRET
Cc1cc(C)cc(NC(=O)CCC(=O)Nc2nnc(C(F)(F)F)s2)c1	1	0	-3	1.1	4	.	2	-19	-2
CS(=O)(=O)N1CCCC(C(=O)N2CCOCC2)C1 (centres undefined)	4	4	-2	-0.2	-2	94*	8	-9	-1
COC(=O)c1ccccc1S(=O)(=O)Nc1ccc(OC)nc1	-3	3	-7	0.2	-10	0	5	2	0
Cc1nn(-c2ccccc2)c(Cl)c1/C=C1\SC(=S)NC1=O	1	8	-13	-1.8	8	-3	26	2	-4
O=C(Nc1ccc2c(c1)OCO2)Nc1ccccn1	1	3	5	8.4	-18	2	15	6	1
COc1ccccc1N(C)S(=O)(=O)c1ccc(C(=O)OCC(=O)NCC(F)(F)F)cc1	2	4	-1	1.0	-2	4	-2	-12	-2
COc1cccc(NC(=O)C(OC(=O)/C=C/c2ccc3c(c2)OCO3)c2ccccc2)c1 (centres undefined)	2	2	-31	-3.5	-13	-2	-18	-11	1
COc1ccccc1S(=O)Cc1ccc(C(=O)NCCc2ccc(Cl)cc2)o1 (centres undefined)	-2	0	-1	0.0	7	-1	-15	-11	1
CCOc1ccc(NC(=S)NCc2ccco2)cc1	0	0	-6	2.7	10	-2	-7	8	2
CCOC(=O)C(C)Oc1cccc2c(=O)n(CC(=O)Nc3ccc4c(c3)OCCO4)ccc12 (centres undefined)	-2	3	-12	-1.3	12	3	-8	-5	-9
CC1(C)Cc2c(c(N3CCOCC3)nc3sc(C#N)c(N)c23)CS1	-4	-1	-3	-0.8	15	-2	-25	12	1
Cc1ccc(N(CC(O)COCc2ccco2)S(=O)(=O)c2ccc(C)cc2)cc1 (centres undefined)	0	7	-5	0.1	-1	-7	8	3	-1
Cc1ccnc(SCCn2c(N(C)Cc3ccccc3)nc3c2c(=O)n(C)c(=O)n3C)n1	-1	1	-2	-0.5	-8	0	-10	-5	.
O=C(CCCc1ccccc1)NCc1ccccc1	-3	0	-3	-1.5	-10	13	-21	3	0
Cc1ccc(S(=O)(=O)N(C)CCCC(=O)Nc2ccc(C)cc2C)cc1	-1	3	-6	1.2	-1	2	-16	-11	0

Continuation.
molecule	Ba/F3 V617F tox	BaF3 tox	RBBP9 inh	S1P4 agonist	NPY2 pot ag	NPY Y1 blocker	NPY-Y1 PAM-ag	S1P4 antagonist	Runt-CBFb FRET
COc1cc(CNCCNC(=O)c2nonc2N)ccc1OCc1ccc(Cl)cc1	-1	4	-3	0.1	1	4	11	-12	0
Cc1cc(C(=O)COC(=O)c2ccccc2Br)c(C)n1CC1CCCO1 (centres undefined)	4	-14	-5	-1.6	-12	.	14	3	-1
COCCCn1c(=O)/c(=C\c2ccccc2OC(F)F)s/c1=C(/C#N)C(N)=O	-4	3	1	-0.4	2	-2	18	3	-19
CC(=O)N1CCN(Cc2nc3cc(NC(=O)COc4ccccc4)ccc3n2C)CC1	-2	1	-3	-1.3	9	1	3	-8	-1
Cn1c(CNC(=O)c2ccco2)nnc1SCC(=O)Nc1ccc(Br)cc1F	-1	3	-3	-0.4	-7	7	18	0	-1
COCCCNc1nc2ccccc2nc1NS(=O)(=O)c1ccc(C)c(C)c1	0	0	-3	0.3	-25	.	8	7	-1
CCCCN(CC)C(=O)Cc1c(C(=O)O)[nH]c2ccc(Cl)cc12	-6	2	2	1.5	11	1	5	-20	-1
CC1(C)Cc2nc(N3CCCC3)c(C#N)cc2CO1	4	3	0	1.4	-7	1	-7	-19	1
O=[N+]([O-])c1ccc(Cl)cc1N1CCCC1	-2	1	-9	0.7	10	3	4	-14	-3
CCNC(=O)COc1cc(C)c(Br)c(C)c1	2	8	-4	-0.4	5	-3	-4	-4	-2
Cc1cccc(C)c1-n1c(SCC(=O)Nc2ccc(C(=O)O)cc2)nnc1-c1cccc(S(=O)(=O)N(C)C)c1	0	7	-3	1.9	4	19	0	6	1
CC1=C(C(=O)OCC(Br)(Br)Br)C(c2ccc(Br)cc2)NC(=O)N1CCCC(=O)O (centres undefined)	-3	5	-8	0.9	12	-1	-34	-8	-6
CC[N+]1=C(C)C(C)(C)c2cc(C)ccc21	65*	72*	-96	-0.9	-10	16	-42	1	-24
CN(C)S(=O)(=O)c1cccc(C(=O)OCC(=O)NC2CCCc3ccccc32)c1 (centres undefined)	-4	4	1	2.6	4	4	7	-15	-2
CN(C(=O)Cc1c(C(=O)O)n(C)c2ccccc12)c1ccc(F)cc1	2	6	1	0.0	3	-4	-6	-6	10

Continued:
molecule	Ba/F3 V617F tox	BaF3 tox	RBBP9 inh	S1P4 agonist	NPY2 pot ag	NPY Y1 blocker	NPY-Y1 PAM-ag	S1P4 antagonist	Runt-CBFb FRET
COc1ccc(Cl)cc1-c1nc(SCC(N)=O)n[nH]1	-4	-2	-5	-1.1	8	.	4	-6	0
CCn1ncc(Br)c1C(=O)N(C)C12CC3CC(CC(C3)C1)C2	0	5	-6	0.5	-25	11	-8	-11	0
Cc1cc2nnc(SCC(=O)Nc3cc(S(=O)(=O)N4CCOCC4)ccc3Cl)n2c2ccccc12	-3	1	-6	1.2	-12	2	0	-20	0
COc1ccccc1N1CCN(C(=O)CSc2nnc(-c3ccoc3C)o2)CC1	5	2	-8	1.5	-15	4	-22	-21	-3
COC(=O)C(C)Sc1nc2c(c(=O)[nH]c(=O)n2C)n1CCCc1ccccc1 (centres undefined)	3	2	-9	3.9	-12	46*	-47	-17	0
O=C(Nc1nnc(CCN2CCOCC2)s1)c1ccccc1	1	4	-9	0.8	-4	-5	-22	-2	15
N#Cc1ccccc1OCC(=O)NCC1(N2CCCCC2)CCCCC1	1	9	-2	0.5	-13	4	-6	0	0
Cc1cc(C(=O)COc2ccc(C#N)cc2)c(C)n1-c1ccc2c(c1)OCO2	-3	3	-1	0.6	0	0	-6	1	4
COc1ccc(NC(=O)CN2C(=O)C(C)SC(C)C2=O)c(OC)c1 (centres undefined)	-2	6	-11	0.3	11	-5	-2	-7	2
Cc1ccc(N2C(=O)CC(Sc3nc(-c4ccccc4)c4cc(Cl)ccc4n3)C2=O)c(C)c1 (centres undefined)	-5	-1	5	2.4	14	-2	-13	1	1
NC(=O)C1CCCN(S(=O)(=O)c2ccc(Br)cc2)C1 (centres undefined)	6	6	-5	0.1	-5	2	-7	-36	0
CCC1(c2ccc(F)cc2)NC(=O)N(CC(=O)c2ccc[nH]2)C1=O (centres undefined)	-3	0	-5	-1.6	14	0	11	-12	0
CCN(CC(=O)NC1CCS(=O)(=O)C1)S(=O)(=O)c1ccc(C)c(C)c1 (centres undefined)	2	0	-5	1.3	8	5	-8	-13	0
O=C(CN1CCCCC1)N1CCCc2ccccc21	3	4	-5	3.5	-17	2	-15	0	0
Cc1ccc2oc(=O)c(/C=C(\O)CC(C)C)nc2c1	-2	1	-4	0.8	9	-3	2	3	1

Whole records as entered above. Screens in order: Ba/F3 V617F tox | BaF3 tox | RBBP9 inh | S1P4 agonist | NPY2 pot ag | NPY Y1 blocker | NPY-Y1 PAM-ag | S1P4 antagonist | Runt-CBFb FRET
Record of `N#Cc1ccccc1OCC(=O)NCC1(N2CCCCC2)CCCCC1` = 1 | 9 | -2 | 0.5 | -13 | 4 | -6 | 0 | 0
Record of `O=C(Nc1nnc(CCN2CCOCC2)s1)c1ccccc1` = 1 | 4 | -9 | 0.8 | -4 | -5 | -22 | -2 | 15
Record of `NC(=O)C1CCCN(S(=O)(=O)c2ccc(Br)cc2)C1` (centres undefined) = 6 | 6 | -5 | 0.1 | -5 | 2 | -7 | -36 | 0

Following part:
molecule	Ba/F3 V617F tox	BaF3 tox	RBBP9 inh	S1P4 agonist	NPY2 pot ag	NPY Y1 blocker	NPY-Y1 PAM-ag	S1P4 antagonist	Runt-CBFb FRET
COc1ccccc1NC(=O)N1CCCC1C(=O)Nc1ccc2c(c1)OCCO2 (centres undefined)	1	1	-8	1.0	2	-3	7	-1	-2
COCc1nnc(NS(=O)(=O)c2c(C)cc(C)cc2C)s1	2	2	-10	1.4	-19	8	-15	2	-3
CCOC(=O)N1CCN(C(=O)CN(C)S(=O)(=O)c2ccc(OC)c(OC)c2)CC1	0	7	6	-0.5	9	5	-25	-11	-2
COC(=O)C1=C(C)N(CCc2ccccc2)C(=O)/C1=C\c1ccco1	1	5	2	-0.3	-13	5	0	-5	-7
CCc1ccccc1N(CC(=O)N/N=C/c1ccc(OC(=O)OC)c(OC)c1)S(C)(=O)=O	-2	2	4	-4.4	-14	-1	5	10	-1
COC(=O)CCC/C=C1/SCC(NC(=O)c2ccccc2)C1O (centres undefined)	2	2	-7	-0.4	-10	0	1	5	1
COn1c(=O)c(=O)n(OC)c2ccccc21	-3	3	7	-3.0	-6	1	25	-2	-2
Cn1cccc1/C=C1\CCC/C(=C\c2cccn2C)C1=O	-2	2	2	0.9	1	1	-17	-17	8
CCCCCn1ccc(=O)c2c(C(F)(F)F)nccc21	-3	5	-6	4.3	-14	2	-2	-25	3
Cc1ccc(Cl)cc1N1CCN(CC(=O)Nc2ccc(CN3CCCCC3)cc2)CC1	2	7	2	0.2	-28	36*	-87	4	2
CC(C)NCCCCOc1cccc(Br)c1	1	4	-8	1.9	-2	2	5	-9	-1
Nc1ccc(CNc2ncn[nH]2)cc1	-1	-3	5	1.7	-5	.	1	3	1
O=C(NC1CCCCC1)C(c1ccco1)N(Cc1cccs1)C(=O)Cn1nnc2ccccc21 (centres undefined)	3	7	2	0.7	0	51*	-37	0	-3
COCCOC(=O)c1c(C)n(C)c2ccc(OC(=O)C3CC3)cc12	3	0	-1	0.8	-10	0	-15	-3	2
C=CCn1c(=O)c2ccccc2n2c(SCC(=O)N3CCCc4ccccc43)nnc12	-3	2	3	2.8	-16	13	-3	-8	0

Next structures:
molecule	Ba/F3 V617F tox	BaF3 tox	RBBP9 inh	S1P4 agonist	NPY2 pot ag	NPY Y1 blocker	NPY-Y1 PAM-ag	S1P4 antagonist	Runt-CBFb FRET
COc1ccc(Nc2ccc(C(N)=O)cc2[N+](=O)[O-])cc1	-3	1	-6	2.2	6	5	9	-27	0
COc1cc(/C=C(/C#N)C(=O)Nc2ccc(Cl)cc2)ccc1Oc1nc(Cl)ncc1F	-1	-6	0	2.4	-9	.	23	-13	2
CC(C1CCN(Cc2cn(C)nc2-c2cccc(Cl)c2)CC1)N1CCOCC1 (centres undefined)	-1	49*	9	0.3	-4	-3	10	-8	0
CCO/N=C(\C)c1c(O)c2ccccc2n(C)c1=O	-3	2	-2	0.4	2	3	-15	-13	0
CC(=O)Nc1ccc(OCC(O)Cn2nc(C)c(C(C)=O)c2C)cc1 (centres undefined)	-2	5	7	-0.5	5	-2	-1	-8	-2
COc1cc(NS(=O)(=O)c2ccc(N/C=C(\C=O)c3nc4ccccc4o3)cc2)nc(OC)n1	-3	3	-10	1.4	9	1	37	-9	5
CC(C)(C)c1cccc(Oc2nn[nH]n2)c1	0	3	-8	1.5	-6	3	5	-17	0

Screening data (PubChem)
